# PABP1 MLLE inh: inhibitors of PABP1 MLLE–PAM2 peptide binding, primary screen, biochemical, fluorescence polarization, FITC-PAM2, GST-MLLE. inhibition, % at 20 µM. Polyadenylate-binding protein 1 (Homo sapiens), P11940. 360,000 compounds, 0.36% hits; in the data active = inhibition above about 35%, passing the limit was not always enough;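 note: plate controls were DMSO wells with GST-MLLE for no effect and wells lacking GST-MLLE protein for full effect; some results filed as inactive read as strong as hits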
# TbMetRS inhib: T. brucei MetRS inhibitors, primary screen, biochemical, luminescence. purified T. brucei MetRS, ATP depletion, Kinase-Glo luminescence. inhibition, % at 11.9 µM. methionyl-tRNA synthetase (Trypanosoma brucei brucei). AID 624268, 2012. 360,000 compounds, 0.4% hits;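 active = inhibition above a per-plate cutoff of the control wells' mean inhibition plus 3 SD, cut at about 5.5% in these data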;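 note: 0% = DMSO wells median and 100% = median of wells with control inhibitor compound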
#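 Material – parasite MetRS enzyme · Medium – HEPES-MgCl2-KCl buffer plus DTT, spermine, BSA, pyrophosphatase · Reagent – ATP, methionine and E. coli bulk tRNA substrates · Times – 15 min enzyme-compound preincubation, 2 h reaction, 10 min detection, 25 °C · Measured by – luminescence of leftover ATP · Evaluation – percent inhibition relative to median high and low control wells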
# E coli Lon inh: inhibitors of E. coli Lon protease, primary screen, biochemical, fluorescence polarization | 360,000 compounds, 0.42% hits | inhibition, % at 7.94 µM | P0A9M0 | purified E. coli Lon protease; in the data active = inhibition above about 13%, passing the limit was not always enough;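 note: 0% = enzyme with probe and DMSO and 100% = no enzyme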
# NRP1-CendR mod: modulators of CendR peptide binding to NRP-1, primary screen, biochemical, fluorescence polarization, uHTS; Neuropilin-1 (Homo sapiens), O14786; FAM-RPARPAR peptide binding to NRP-1; inhibition, % at 25 µM; 360,000 compounds, 0.85% hits;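 active = inhibition or corrected inhibition above about 18%, plus a signal ratio from 0.5 to 1.5, limit read from the data, passing the limit was not always enough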; note: strong numbers were not always called active
# Target sequence (O14786 whole entry, looked up): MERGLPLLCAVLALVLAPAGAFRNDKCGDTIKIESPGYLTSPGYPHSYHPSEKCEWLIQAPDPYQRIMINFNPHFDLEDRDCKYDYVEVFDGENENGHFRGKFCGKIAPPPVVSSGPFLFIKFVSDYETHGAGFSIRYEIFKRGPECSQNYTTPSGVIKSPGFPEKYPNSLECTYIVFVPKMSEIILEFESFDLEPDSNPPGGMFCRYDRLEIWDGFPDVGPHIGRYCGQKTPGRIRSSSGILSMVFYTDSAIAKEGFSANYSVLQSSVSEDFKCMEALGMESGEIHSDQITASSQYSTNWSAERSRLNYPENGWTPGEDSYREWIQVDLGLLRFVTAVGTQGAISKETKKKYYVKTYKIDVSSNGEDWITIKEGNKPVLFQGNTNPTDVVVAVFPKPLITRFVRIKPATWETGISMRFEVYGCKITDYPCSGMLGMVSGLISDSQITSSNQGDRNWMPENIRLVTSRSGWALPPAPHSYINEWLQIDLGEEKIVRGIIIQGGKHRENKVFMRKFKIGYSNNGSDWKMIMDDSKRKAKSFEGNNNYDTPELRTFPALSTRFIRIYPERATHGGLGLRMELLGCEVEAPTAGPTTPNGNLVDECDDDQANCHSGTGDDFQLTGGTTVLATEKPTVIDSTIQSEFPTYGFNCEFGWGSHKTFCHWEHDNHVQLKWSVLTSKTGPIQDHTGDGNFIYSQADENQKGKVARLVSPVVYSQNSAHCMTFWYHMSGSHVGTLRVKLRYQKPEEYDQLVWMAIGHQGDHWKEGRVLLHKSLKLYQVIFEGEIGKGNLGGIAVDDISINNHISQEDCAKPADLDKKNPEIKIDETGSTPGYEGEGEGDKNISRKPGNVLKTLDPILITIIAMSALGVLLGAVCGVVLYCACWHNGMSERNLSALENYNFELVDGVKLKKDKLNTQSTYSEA
# MsrA inh: bovine MsrA enzyme inhibitors, primary screen, biochemical, absorbance, HTS | purified bovine MsrA, absorbance read-out | Methionine sulfoxide reductase A (Bos taurus) | 360,000 compounds, 0.75% hits | AID 651718, 2012 | inhibition, % at 15.5 µM; in the data active = inhibition above about 4.5%;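 note: 0% = vehicle wells with enzyme and 100% = reference inhibitor wells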
# FAS-TE inh: FAS thioesterase domain inhibitors, primary screen, biochemical, fluorescence intensity, uHTS; Fatty acid synthase (Homo sapiens), P49327; recombinant FAS-TE, OMFH fluorogenic substrate, fluorescence endpoint; inhibition, % at 15 µM; 360,000 compounds, 0.67% hits; AID 602261, 2012;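 active = compounds whose normalised, plate-corrected inhibition of enzyme fluorescence in the single-dose primary screen is 50% or more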;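 note: 0% = DMSO with enzyme and 100% = substrate without enzyme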
# MT1-MMP act inh: blockers of MT1-MMP proenzyme processing, primary screen, HT1080 RFP-PRO-GFP cells, GFP/RFP fluorescence. GFP/RFP ratio change, % at 20 µM. 360,000 compounds, 0.061% hits. GFP/RFP ratio fluorescence, overnight; percent of plate control window, DMSO zero. Matrix metalloproteinase-14 (Homo sapiens), P50281;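 active = GFP/RFP ratio change of at least 30% with cell ATP level not reduced by more than half and red fluorescence within 50% of control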; note: strong numbers were not always called active
#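 Assay system – RFP-PRO-GFP reporter HT1080 cells · Compound dosing – single dose of 20 µM compound, 1% DMSO final · Incubation – overnight compound exposure at 37 °C · Measure – GFP/RFP fluorescence ratio · Benchmarks – DMSO wells and RFP-L50D-GFP cells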
# SKN-1 inh: suppressors of acrylamide-induced Pgst-4::GFP reporter in worms, primary screen, SKN-1 inhibitor project, whole organism, uHTS, GFP/RFP fluorescence ratio, strain VP596; inhibition, % at 21.8 µM; AID 624304, 2012; C. elegans VP596 Pgst-4::GFP/RFP ratio, 24 h; 360,000 compounds, 0.49% hits;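 active = interference check ratio from 0.5 to 1.5 plus GFP to RFP signal ratio inhibition reaching or exceeding a fixed threshold, cut at about 30% in these data, passing the limit was not always enough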; note: some compounds called inactive have numbers as strong as hits
# MsrA act: bovine MsrA enzyme activators, primary screen, biochemical, absorbance, HTS; Methionine sulfoxide reductase A (Bos taurus); activation, % at 10.6 µM; 360,000 compounds, 0.3% hits; purified bovine MsrA, absorbance read-out; in the data active = activation above about 7.5%;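 note: 0% = vehicle and 100% = reference activator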
# Starred values were filed as active, the others as inactive; . = no result given.
# The opening 11 compounds (preview)
SMILES,PABP1 MLLE inh,TbMetRS inhib,E coli Lon inh,NRP1-CendR mod,MsrA inh,FAS-TE inh,MT1-MMP act inh,SKN-1 inh,MsrA act
O=C(CN1CCN(S(=O)(=O)c2ccccc2F)CC1)Nc1ccnn1C1CCCC1,-1,-0.1,-2,-13,0.7,-3,-3,-16,-2
COC(=O)COc1ccccc1C(=O)Nc1ccc(OC)cc1,15,-0.7,-3,-9,0.7,-5,-2,0,-9
COCCCNC(=O)CCc1nc2cccnc2n1Cc1ccc(OC)cc1,-2,-0.5,8,1,-1.7,-9,-1,-20,-8
CCOC(=O)c1c(CSc2ccc(C)cc2)n(C)c2cc(Br)c(O)c(CN(C)C)c12,100*,-0.3,3,4,0.5,-46,0,9,-1
CN(C)c1ccc(CN(C(=O)COc2ccc(F)cc2)C2CCS(=O)(=O)C2)cc1 (stereo unspecified),4,-0.4,-11,0,.,-5,2,1,8.2*
C=CCC1(CC=C)CCCN1C(=O)CC1C(=O)NCCN1Cc1cccc(OC)c1 (stereo unspecified),-8,-0.3,-5,-1,0.7,1,0,10,-2
CC(=O)N(C(C)=O)c1ncn(C)c1S(=O)(=O)Nc1ccccc1,-2,-0.3,-2,4,-0.4,-6,-5,2,-1
CCc1cc(=O)oc2cc(C)cc(OC(=O)c3ccco3)c12,-1,-0.6,-7,3,0.6,6,0,-1,-3
CC(C)S(=O)(=O)N1CCCC(c2cc(C(=O)Nc3ccc(F)c(Cl)c3)no2)C1 (stereo unspecified),-4,-0.1,-4,16,-0.4,21,-4,15,0
O=S(=O)(NCC1CCCO1)c1ccc(S(=O)(=O)N(Cc2ccccn2)C2CC2)cc1 (stereo unspecified),13,0.6,-4,-7,-0.1,-8,5,-5,-4
O=C(NCc1nc2ccccc2[nH]1)C1=C[C@H](C2CC2)C[C@H](OCc2ccc(CO)cc2)O1,-12,50*,-11,1,-0.3,0,1,13,-3

# The whole of this part, from the first entry:
SMILES,PABP1 MLLE inh,TbMetRS inhib,E coli Lon inh,NRP1-CendR mod,MsrA inh,FAS-TE inh,MT1-MMP act inh,SKN-1 inh,MsrA act
O=C(CN1CCN(S(=O)(=O)c2ccccc2F)CC1)Nc1ccnn1C1CCCC1,-1,-0.1,-2,-13,0.7,-3,-3,-16,-2
COC(=O)COc1ccccc1C(=O)Nc1ccc(OC)cc1,15,-0.7,-3,-9,0.7,-5,-2,0,-9
COCCCNC(=O)CCc1nc2cccnc2n1Cc1ccc(OC)cc1,-2,-0.5,8,1,-1.7,-9,-1,-20,-8
CCOC(=O)c1c(CSc2ccc(C)cc2)n(C)c2cc(Br)c(O)c(CN(C)C)c12,100*,-0.3,3,4,0.5,-46,0,9,-1
CN(C)c1ccc(CN(C(=O)COc2ccc(F)cc2)C2CCS(=O)(=O)C2)cc1 (stereo unspecified),4,-0.4,-11,0,.,-5,2,1,8.2*
C=CCC1(CC=C)CCCN1C(=O)CC1C(=O)NCCN1Cc1cccc(OC)c1 (stereo unspecified),-8,-0.3,-5,-1,0.7,1,0,10,-2
CC(=O)N(C(C)=O)c1ncn(C)c1S(=O)(=O)Nc1ccccc1,-2,-0.3,-2,4,-0.4,-6,-5,2,-1
CCc1cc(=O)oc2cc(C)cc(OC(=O)c3ccco3)c12,-1,-0.6,-7,3,0.6,6,0,-1,-3
CC(C)S(=O)(=O)N1CCCC(c2cc(C(=O)Nc3ccc(F)c(Cl)c3)no2)C1 (stereo unspecified),-4,-0.1,-4,16,-0.4,21,-4,15,0
O=S(=O)(NCC1CCCO1)c1ccc(S(=O)(=O)N(Cc2ccccn2)C2CC2)cc1 (stereo unspecified),13,0.6,-4,-7,-0.1,-8,5,-5,-4
O=C(NCc1nc2ccccc2[nH]1)C1=C[C@H](C2CC2)C[C@H](OCc2ccc(CO)cc2)O1,-12,50*,-11,1,-0.3,0,1,13,-3
O=S1(=O)CCN(Cc2csc(-c3cccs3)n2)CC1,-14,-0.6,-6,-4,2.0,-5,2,-3,0
CN(C)c1ccc(CNC23CN4CN(CN(C4)C2)C3)cc1,0,-0.9,2,4,0.7,-7,11,-20,-7
CSc1nc2sc3c(c2c(=O)[nH]1)CCC(C)C3 (stereo unspecified),-4,-0.2,1,13,-1.3,-4,3,9,-1
O=C(CCc1nnc(C2CCCCC2)o1)NCCCOc1cccnc1,4,-0.4,-6,-4,-0.6,-10,1,6,-1
COc1ccc(/C=N/S(=O)(=O)c2cccs2)cc1,0,0.8,6,-13,-0.4,-8,2,-11,-2
COc1ccccc1NC(=O)/C=C/C(N)=O,29,-0.1,-3,-1,-0.4,-6,1,0,-5
COC(CNC(=O)c1c[nH]c2ccc(S(=O)(=O)N(C)c3ccc(F)cc3)cc2c1=O)OC,5,-0.2,-12,-6,1.6,6,2,-3,-2
O=S(=O)(c1ccccc1)N1CCN(S(=O)(=O)c2ccccc2)c2ccccc21,1,0.1,0,6,-0.1,23,5,11,1
CCCSc1nnc(-c2cccc(S(=O)(=O)N(C)C)c2)n1-c1cc(OC)ccc1OC,-19,-0.4,-7,3,1.0,6,-3,4,-2
CC1CCc2c(C(=O)NCC3CCCO3)csc2C1 (stereo unspecified),8,-0.7,-6,-12,0.3,-8,4,-2,-5
C=CCNc1nc(C(=O)OCC(=O)c2ccc(C)c([N+](=O)[O-])c2)cs1,36,-0.4,7,2,-0.2,16,-1,11,-3
C=CCNC(=O)c1cc2c(=O)n3ccccc3nc2s1,-1,-0.6,0,6,0.9,-8,1,41*,-10
N#Cc1c(/N=C/N2CCCC2)oc(-c2ccccc2)c1-c1ccccc1,-5,-0.6,-7,20,2.1,28,-7,3,0
O=C1CC(O)(c2ccccc2)C(c2ccccc2)=C1c1ccccc1 (stereo unspecified),-13,-0.1,3,3,1.4,15,-6,18,-2
COc1cccc(C2CC(c3ccc(Cl)cc3Cl)Nc3nc(N)nn32)c1 (stereo unspecified),4,8.3*,-4,8,0.3,-6,5,-2,0
CC(=O)c1ccc(OCCCC(=O)Nc2ccc(C)c(S(=O)(=O)N3CCCCC3)c2)cc1,13,-0.5,9,-3,0.3,18,-6,27,-1
Cn1c(=O)n(CC#N)c2ccccc21,-7,0.0,-15,1,1.6,-6,1,6,-2
Cc1ccc(OCC(=O)Nc2ccc3c(c2)nc(CCN2CCCCC2)n3C)cc1,0,-1.0,-1,-1,-0.4,-4,2,3,0
O=C(Nc1ccc(Cl)c(S(=O)(=O)N2CCOCC2)c1)c1cc(=O)[nH]c2ccccc12,-7,-0.3,-5,-4,0.8,1,4,1,-7
COc1cccc(OC)c1-c1nn(-c2ncc(C(F)(F)F)cc2Cl)c(=O)o1,8,-1.3,1,-7,-0.9,-1,-1,-11,-3
Cc1ccc(NC(=O)Nc2ccc3c(c2)C(=O)OC3)cc1Cl,10,-0.5,-3,-9,-0.6,0,1,15,-3
COc1ccc(C(=O)OCC(=O)Nc2ccc(Cl)c(C(F)(F)F)c2)c(OC)c1OC,-86,0.3,4,-10,0.6,27,-1,11,-2
CC(C)(C)C(=O)Nc1ccccc1C(=O)NCc1cccnc1,-8,-1.0,-7,-8,0.6,-4,5,2,-7
Nc1nc(CSC(=S)N2CCN(c3ccccc3)CC2)nc(Nc2ccc(F)cc2)n1,7,-0.3,10,-4,-0.6,18,-5,7,2
CC1=CN2C(=N)/C(=C/c3ccc([N+](=O)[O-])o3)C(=O)N=C2S1,-82,0.6,-187,136,0.8,2,6,57,-5
Cc1ccccc1Cn1ccc(NC(=O)c2nc3ncccn3n2)n1,2,-0.4,-1,2,-1.1,-5,-2,-4,-5
COc1cccc(C2NC(=O)NC(C)=C2C(=O)OCC2CCCCC2)c1 (stereo unspecified),3,-0.1,4,3,-1.3,-1,-1,14,-2
Cc1ccc(N(CC(=O)NCc2cccnc2)S(C)(=O)=O)cc1C,2,-1.1,-7,7,1.0,0,10,-6,2
CCc1c(Nc2ccccc2C)nc(N)[nH]c1=O,-3,-0.2,-9,10,1.5,-8,-2,-5,-3
CCC(C)(C)n1nnnc1C(c1ccc2ncccc2c1)N1CCN(Cc2ccc3c(c2)OCO3)CC1 (stereo unspecified),0,-2.2,-6,10,1.2,4,3,4,-10
C=Cc1ccc(Cn2c(C)c(C(=O)NCc3cccc([N+](=O)[O-])c3)sc2=O)cc1,-7,-0.2,3,1,-0.1,26,0,15,-1
O=C(c1cccc(Oc2ccc([N+](=O)[O-])cc2Cl)c1)N1CCOCC1,-2,1.8,0,8,1.7,7,2,-5,-4
O=C(CN(Cc1ccccc1)S(=O)(=O)c1ccccc1)N1CCOCC1,-12,-0.3,-3,20,-0.7,-7,-1,12,-2
CC(C)=CCC/C(C)=C/CNC(=O)C[C@H]1C[C@H](C(=O)N2CCCCC2)[C@@]2(C)c3[nH]c4ccc(Cl)cc4c3CCN2C1=O,2,-1.8,5,3,0.2,-5,1,-23,0
O=C(NC(Cc1c[nH]c2ccccc12)C(=O)OCC(=O)c1cccc2ccccc12)c1cccs1 (stereo unspecified),-20,0.8,-12,-20,0.8,23,0,17,-4
Cn1c(N/N=C\c2cccc(O)c2)cc(=O)n(C)c1=O,4,-0.8,1,4,1.5,-8,4,-5,-6
COc1cccc(CNC(=O)Cn2ncn3cccc3c2=O)c1OC,-3,0.7,0,3,-0.5,-4,-4,-10,-2
O=C(CCCN1C(=O)CCC1=O)Nc1cccc(C(F)(F)F)c1,-5,-0.2,-1,7,-1.0,-3,-3,-10,-2
C[C@@H]1COC(=O)[C@H](CC(=O)OC(C)(C)C)C/C=C\C[C@@H](CC(=O)NCCO)C(=O)N1,-5,-0.7,-7,5,2.6,-5,4,5,-14
O=[N+]([O-])c1ccc(-c2c(-c3ccccc3)ncc3ccc(F)cc23)cc1,-13,-0.3,-10,16,0.1,38,-2,27,-2
Cn1cc(/C=N/n2cnc3sc4c(c3c2=O)CCCC4)c2ccccc21,-13,-0.6,-8,0,2.0,32,4,1,-1

# Screening data as filed in PubChem.
